Assay outcomes deposited in PubChem BioAssay by National Center for Advancing Translational Sciences (NCATS).
HP1b binding inh – HP1-beta chromodomain-methylated histone interaction inhibition | AlphaScreen HP1-beta / biotin-H3K9me3 peptide binding | Potency, µM (series often up to 114 µM), for inactives: top-dose activity change, negative = inhibition, hits mostly inhibitors | 390,000 compounds, 0.56% hits; note: potency is the fitted concentration of half-maximal effect; nearly all actives have a fitted effect of over 70% in size; inactives centre near 23
Target sequence (P83916 whole entry, looked up): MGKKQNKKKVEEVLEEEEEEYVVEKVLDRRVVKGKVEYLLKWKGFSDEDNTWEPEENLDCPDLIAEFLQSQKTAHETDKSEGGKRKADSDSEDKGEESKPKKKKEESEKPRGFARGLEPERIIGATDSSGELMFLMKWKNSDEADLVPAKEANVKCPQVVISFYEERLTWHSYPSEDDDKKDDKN
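HP1-beta protein (50 nM final) preincubated 30 min at room temperature with biotinylated H3(1-18)K9me3 peptide (50 nM) in PBS pH 7.4, 0.01% Tween-20, then compound added for 30 min. AlphaScreen streptavidin donor/nickel chelate acceptor beads (10 ug/mL final), 30 min dark, luminescence read.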
PI4K2A inh – PI4K2A (human) kinase inhibition. Q9BTU6. purified PI4K2A, ADP-Glo luminescence, 1 h; active compounds read low. activity change, negative = inhibition, % at 76.9 µM. 420,000 compounds, 0.13% hits; in the data active = activity change below about -50%; inconclusive = mostly about -30% to -49%;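 note: -100% = wells without enzyme as full effect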
Target sequence (Q9BTU6 whole entry, looked up): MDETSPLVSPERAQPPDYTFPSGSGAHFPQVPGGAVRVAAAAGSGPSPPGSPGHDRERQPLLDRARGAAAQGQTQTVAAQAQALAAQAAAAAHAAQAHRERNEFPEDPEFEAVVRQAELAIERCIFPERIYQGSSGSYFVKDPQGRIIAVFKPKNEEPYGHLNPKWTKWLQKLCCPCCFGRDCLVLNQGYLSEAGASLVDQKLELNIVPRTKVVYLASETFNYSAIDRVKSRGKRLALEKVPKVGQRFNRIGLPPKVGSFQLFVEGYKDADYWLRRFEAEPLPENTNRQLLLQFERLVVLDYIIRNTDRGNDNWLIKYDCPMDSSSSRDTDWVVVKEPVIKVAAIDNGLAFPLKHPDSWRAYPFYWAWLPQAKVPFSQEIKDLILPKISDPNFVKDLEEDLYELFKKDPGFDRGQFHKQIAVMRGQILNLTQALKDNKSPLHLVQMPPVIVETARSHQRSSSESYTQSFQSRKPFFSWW
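In this quantitative HTS, ADP production by PI4K2A was quantified luminescently after 1 h at ambient temperature; 100 microM adenosine served as plate-quality control.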
BAZ2B inh – BAZ2B (human) inhibition; 360,000 compounds, 4.4% hits; Q9UIF8; AlphaScreen BAZ2B-H3K14Ac peptide displacement; Potency, µM (doses to about 114 µM), for the others: at the highest dose activity change, negative = inhibition, hits mostly inhibitors; AID 504333; note: potency is the fitted concentration of half-maximal effect; % is set by controls: 0 for no effect and ±100 for the full control effect; nearly all actives have a fitted effect of over 60% in size
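AlphaScreen displacement of biotin-H3(5-23)K14Ac peptide (50 nM final) from BAZ2B (50 nM final) in PBS pH 7.4, 0.01% Tween-20; complex preformed 30 min RT, then compounds (top 110 uM) 30 min RT, beads 20 min dark.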
GLS inhibitor – blocks human kidney-isoform glutaminase activity. GLS enzymatic activity, qHTS titration. Potency, µM (series often up to 45.5 µM), for inactives: at the highest dose activity change, negative = inhibition, hits mostly inhibitors. 410,000 compounds, 0.21% hits. AID 624170; note: potency is the fitted concentration of half-maximal effect; % is set by controls: 0 for no effect and ±100 for the full control effect
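Glutamate formation by hKGA was monitored fluorometrically using coupled glutamate oxidase, HRP and Amplex Red. Substrate was added as 1 mM L-glutamine solution; incubation was 30 min at RT after an initial read.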
JMJD2A Tudor inh – blocks the human JMJD2A Tudor domain. AlphaScreen JMJD2A-Tudor / H3K4me3 peptide binding. Potency, µM (top dose mostly 114 µM), without a hit: top-dose activity change, negative = inhibition, most hits filed as inhibitors. 390,000 compounds, 4.4% hits. AID 504339; note: potency is the fitted concentration of half-maximal effect; % is set by controls: 0 for no effect and ±100 for the full control effect; nearly all actives have a fitted effect of over 50% in size
12-LOX inh – ALOX12 (human) lipoxygenase inhibition | 580,000 compounds, 1.1% hits | purified 12hLO, xylenol orange hydroperoxide absorbance | P18054 | Potency, µM (top dose mostly 108 µM), for the others: at the top dose activity change, negative = inhibition, hits mostly inhibitors; note: potency is the fitted concentration of half-maximal effect; % is set by controls: 0 for no effect and ±100 for the full control effect
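Hydroperoxide product was detected by ferrous iron/xylenol orange as the 573 to 405 nm absorbance ratio. Arachidonic acid at 40 uM (final) was turned over for 30 min at room temperature by 150 nM human 12hLO, pH 7.0 Hepes buffer, after 15 min compound preincubation.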
RGS4 inhibitor – inhibitors of human regulator of G protein signaling 4; P49798; Transcreener GDP fluorescence polarization, RGS4-accelerated GTP hydrolysis; Potency, µM (highest dose often 114 µM), for inactives: top-dose activity change, negative = inhibition, most hits filed as inhibitors; 390,000 compounds, 0.039% hits; AID 504845; note: potency is the fitted concentration of half-maximal effect; % is set by controls: 0 for no effect and ±100 for the full control effect; nearly all actives have a fitted effect of over 75% in size; some results filed as inactive show a strong effect at the top dose
Target sequence (P49798 whole entry, looked up): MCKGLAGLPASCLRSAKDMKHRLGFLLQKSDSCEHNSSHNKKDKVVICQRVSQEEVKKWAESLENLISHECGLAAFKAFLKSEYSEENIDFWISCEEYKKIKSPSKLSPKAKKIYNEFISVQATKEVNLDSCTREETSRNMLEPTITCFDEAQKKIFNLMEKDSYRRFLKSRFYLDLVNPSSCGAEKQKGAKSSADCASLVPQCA
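MLSMR compounds (23 nl, pin-transferred) preincubated 10 min at room temperature with a 500nM (2x) first reagent, then RGS4 at 900nM (2x) plus Transcreener GDP mix added; fluorescence polarization (620/688 nm) read before and after 90 min at 30 °C.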
G9a inh – inhibitors of human histone lysine methyltransferase G9a. Q96KQ7. G9a H3K9 monomethylation, AlphaScreen, 2 h. Potency, µM (highest dose often 102 µM), inactives show top-dose activity, negative = inhibition, most hits filed as inhibitors. 350,000 compounds, 8.8% hits; note: potency is the fitted concentration of half-maximal effect; % is set by controls: 0 for no effect and ±100 for the full control effect; nearly all actives have a fitted effect of over 75% in size
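Step 1: enzyme (final 20 nM) with compound, 15 min RT. Step 2: substrate peptide 500 nM and SAM 20 uM, 2 h RT. Step 3: anti-H3K9me1 antibody and AlphaScreen beads, 10 min, then plate read.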
ERG Ets-DNA blk – ERG Ets/DNA interaction inhibition; P11308; fluorescence polarization, His-ERG Ets domain / labelled DNA; Potency, µM (series often up to 76.9 µM), for the others: top-dose FP activity, negative = inhibition, most hits filed as inhibitors; 370,000 compounds, 0.028% hits; AID 624246; active = well fitted inhibition curve with a large enough effect in the polarisation, with a control signal flat; inconclusive = small, poorly fitted or top-dose-only effect, or effect the other way, or a change in a side signal; inactive = no such curve, though single readings can be large or run the other way; the % refers to the polarisation;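 note: polarization taken with two DNA probes labelled with fluorescein and Texas red; potency is the fitted concentration of half-maximal effect; % of control where 0% means no effect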
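His-tagged ERG Ets domain (1 uM in the protein solution; 300mM KCl, 50mM Tris-HCl, 1mM EDTA, 1mM DTT, pH 7.5) received compound, then a probe mix of 5 nM fluorescein-DNA and 100nM Texas-615-DNA. Fluorescence polarization was read for both dyes.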
* hit, by the source's call; u = inconclusive; x = no result given; [ ] = another dose, or the depositor's remark. Unless noted, calls come from the whole dose curve; as a rule, active = well fitted curve in the direction sought with a large enough effect; inconclusive = small, poorly fitted or top-dose-only effect, or another doubt; inactive = no such curve, though single readings can be large; an effect the other way counts as inactive or inconclusive. Not all compounds are listed, so the mix of outcomes need not match the whole.

[1] CC(=O)Nc1ccc(NC(=O)CSc2nnc(-c3ccco3)n2Cc2ccco2)cc1
[2] N#Cc1ccc(NC(=S)NC(=O)C2CCCCC2)cc1
[3] Cc1cccn2c(=O)c3cc(C#N)c(=N)n(CCN4CCOCC4)c3nc12
[4] CCN1C(=O)CC(c2ccc(OC(C)C)cc2)C1=O (stereo not drawn)
[5] COC(=O)CS(=O)(=O)c1nc2ccccc2nc1N1CCCCC1
[6] COc1ccc(-n2nc(C(=O)NCC(=O)NC3CCCCCC3)c3ccccc3c2=O)cc1OC
[7] Cn1nc(C(=O)NCC(c2cccs2)N2CCOCC2)c2ccccc2c1=O (stereo not drawn)
[8] CCC(CCc1ccccn1)C(=O)c1ccccc1 (stereo not drawn)

Assay by compound	1	2	3	4	5	6	7	8
HP1b binding inh	8%	4%	1%	6%	39%	24%	6%[57 µM]	37%[activator]
PI4K2A inh	-1	5	-2	-5	10	1	-5	-3
BAZ2B inh	-9%	x	50µM*	-10%	15%	-6%	x	x
GLS inhibitor	1%	9%	-2%	0%	-1%	-5%	-17%	7%
JMJD2A Tudor inh	-26%	-16%	7%[11.4 µM]	-3%	8%	-7%	-17%	1%
12-LOX inh	-19%	u	x	0%	0%	-1%	-6%	u
RGS4 inhibitor	-20%	20%	19%[11.4 µM]	13%	-3%	26%	5%	-34%
G9a inh	x	x	19%	7%	0%[59 µM]	0%	x	x
ERG Ets-DNA blk	-2%	6%	-1%	6%	-8%	-8%	1%	-8%

[9] CC(C)(C)NC(=O)NC(=O)COC(=O)Cn1cnc2ccccc2c1=O
[10] Cc1cc(NC(=O)CSCC(=O)Nc2nc3ccccc3s2)no1
[11] COc1ccc(C(=O)NC(C)c2ccc(-n3ccnc3)cc2)cc1[N+](=O)[O-] (stereo not drawn)
[12] CCc1ccc(NC(=O)c2nc3nc(C)cc(C(F)F)n3n2)cc1
[13] COc1ccc(-c2cc(C(=O)N3CCCC3)no2)cc1OC
[14] Cc1ccc(NC(=S)NCCc2c[nH]c3ccccc23)c(C)c1
[15] COc1cc(Br)cc(CNc2ccc(F)c([N+](=O)[O-])c2)c1O
[16] CCN(C(=O)Cn1cc(C(=O)c2ccc(F)cc2)c(=O)c2ccc(C)nc21)c1cccc(C)c1

Assay by compound	9	10	11	12	13	14	15	16
HP1b binding inh	48%[activator]	-1%	-10%	11%	11%	-9%	-3%	5%
PI4K2A inh	0	-5	-4	-4	-4	-2	-2	3
BAZ2B inh	-12%	-2%	-26%	0%	7%	35µM*	u	3%[57.1 µM]
GLS inhibitor	-2%	-3%	-14%	-3%	-7%	11%	1%	5%
JMJD2A Tudor inh	-21%	-17%	-13%	-17%	-6%	u	u	-19%
12-LOX inh	-13%	u	4%	-22%	-7%	u	u	-17%
RGS4 inhibitor	-7%[56.9 µM]	-3%	8%	2%	1%	-29%	0%	-5%
G9a inh	-5%	u	-2%	-15%[59 µM]	26%[59 µM]	u	45µM*	-22%[59 µM]
ERG Ets-DNA blk	4%	0%	-2%	-7%	-3%	-8%	-19%	6%

[17] CC1CCC(NC(=O)COC(=O)C2=NN(c3ccccc3)C(=O)CC2)CC1 (stereo not drawn)
[18] COc1ccc2c(c1)C1CC(C)(NC(=O)C1S(=O)(=O)c1ccc(F)cc1)O2 (stereo not drawn)
[19] COc1ccc(/C=C(\NC(=O)c2cccs2)C(=O)NC(C)(C)C)cc1OC
[20] CCOC(=O)c1c(NC(=O)CSc2nnc(-c3ccco3)o2)sc(C(C)=O)c1C
[21] Cc1cc(C(=O)N/N=C/c2ccc(OCc3ccccc3)cc2)c(C)o1
[22] O=C1C=CC2(C=C1)O[C@H](Cc1ccccc1)[C@@H](Cc1ccccc1)O2
[23] CC(C)NC(=O)C1CCN(C(=O)N(C)C)CC1
[24] CCCCn1c(N)c(N(CCOC)C(=O)c2nn(CC)c(=O)c3ccccc23)c(=O)[nH]c1=O

Assay by compound	17	18	19	20	21	22	23	24
HP1b binding inh	41%[activator]	u	49%[activator]	35%	-11%	38%	14%	12%
PI4K2A inh	-4	-8	3	-1	-3	u	0	1
BAZ2B inh	8%	-5%	0%	-29%	-19%	x	2%	7%
GLS inhibitor	-1%	0%	1%	-1%	-1%	-12%	-9%	5%
JMJD2A Tudor inh	4%	u	-11%	-20%	-5%[11.4 µM]	12%	-4%	-5%
12-LOX inh	-7%	-5%	29%	0%	2%	0%	21%	-2%
RGS4 inhibitor	-30%	u	-27%	18%	u	u	-10%	5%
G9a inh	u	1%	2%	12%[59 µM]	-9%	x	6%[12.7 µM]	u
ERG Ets-DNA blk	-10%	34%[activator]	-17%	2%	5%	-1%	x	-6%

[25] Cc1cc(C)n(CC(O)COCc2ccccc2)n1 (stereo not drawn)
[26] COc1ccc(CCC(=O)NCCS(=O)(=O)N2CCN(c3ccc(OC)cc3)CC2)cc1
[27] CCOC(=O)CNC(=O)CNC(=O)c1ccc(OC(C)C)cc1
[28] Cc1ccc(NC(=O)CSc2ncn(-c3ccccc3)n2)cc1C
[29] COc1cc(C(=O)NC2CCCc3c2cnn3-c2ccccc2F)cc(OC)c1OC (stereo not drawn)
[30] CCOCC(=O)Nc1nc2ccccc2s1
[31] COc1cc(C(=O)NNC(=S)NC(=O)c2ccc(F)cc2)cc(OC)c1OC
[32] CCOc1ccc(C2c3[nH]c4ccccc4c3CCN2Cc2cccn2-c2ncccn2)cc1 (stereo not drawn)

Assay by compound	25	26	27	28	29	30	31	32
HP1b binding inh	28%	61%[activator]	29%	24%	17%	42%	u	u
PI4K2A inh	3	-2	3	0	-1	0	-9	0
BAZ2B inh	7%	-14%	-1%	-2%	-12%	14%	-31%	28µM*
GLS inhibitor	0%	13%	-5%	-2%	-7%	-2%	34%	-3%
JMJD2A Tudor inh	-13%	-7%	-18%	-11%	-24%	-3%	-28%	45µM*
12-LOX inh	-3%	-8%	0%	-18%	17%	-2%	u	-25%
RGS4 inhibitor	0%	7%[11.4 µM]	-24%	8%	7%	-4%	-26%	-2%
G9a inh	-20%	9%	x	-9%[59 µM]	16%	5%[59 µM]	x	x
ERG Ets-DNA blk	1%	-3%	7%	2%	3%	-5%	-4%	18%

[33] Cc1ccc(C(=O)Nc2ccc(C(=O)N/N=C/c3cccnc3)cc2)cc1
[34] COc1ccc(CNCCNC(=O)c2nonc2N)cc1OC
[35] O=C(CSc1ccccn1)Nc1nc2ccccc2s1
[36] Cc1nc(-c2ccc(S(=O)(=O)Nc3cc(S(=O)(=O)N(C)C)ccc3C)s2)cs1
[37] COc1cc2c(cc1OC)CN(C(=O)CSc1nnc3scc(-c4ccccc4)n13)CC2
[38] COc1cc2c(cc1OC)CN(CC(=O)Nc1cccc(C)c1)CC2
[39] COc1ccc(-c2noc(N3CCC(C(=O)NCCCN4CCC(C)CC4)CC3)n2)cc1
[40] COc1cc(Nc2nc3ccccc3n3nnnc23)cc(OC)c1OC
[41] O=C(COC(=O)c1ccc(Br)o1)Nc1ccc2c(c1)OCCO2
[42] COc1ccc(C(=O)NCC(c2ccc(N(C)C)cc2)N2CCCC2)cc1 (stereo not drawn)
[43] CCOC(=O)C1(Cc2ccccc2C)CCCN(C(=O)c2cc(C3CC3)[nH]n2)C1 (stereo not drawn)

Assay by compound	33	34	35	36	37	38	39	40	41	42	43
HP1b binding inh	u	17%	33%	27%	51%[activator]	25%	11%	28%	14%	-7%	47%[activator]
PI4K2A inh	-4	4	1	-1	-10	3	-4	-1	1	-2	1
BAZ2B inh	-34%	1%	3%	-1%	-24%	-5%	-5%	-3%	x	-37%	-14%
GLS inhibitor	-2%	8%	-10%	-9%	2%	0%	3%	3%	5%	32%	-13%
JMJD2A Tudor inh	u	-4%	1%	-14%	-16%	11%[57.1 µM]	-15%	-7%	-1%	u	-2%
12-LOX inh	u	0%	u	0%	1%[57.4 µM]	16%	8%	21%	190%[activator]	-24%	9%
RGS4 inhibitor	-22%	20%	-48%	15%	-18%	6%[11.4 µM]	11%	-5%	17%	7%	-17%
G9a inh	79µM*	4%[59 µM]	13%[59 µM]	7%	14µM*	6%[59 µM]	x	14%	x	u	5%
ERG Ets-DNA blk	1%	1%	-9%	-5%	3%	-1%	-3%	3%	-4%	3%	-1%

Single records, from the list above.
COc1cc(C(=O)NC2CCCc3c2cnn3-c2ccccc2F)cc(OC)c1OC (stereo not drawn) in the list: HP1b binding inh: 17%; PI4K2A inh: -1; BAZ2B inh: -12%; GLS inhibitor: -7%; JMJD2A Tudor inh: -24%; 12-LOX inh: 17%; RGS4 inhibitor: 7%; G9a inh: 16%; ERG Ets-DNA blk: 3%
CCOc1ccc(C2c3[nH]c4ccccc4c3CCN2Cc2cccn2-c2ncccn2)cc1 (stereo not drawn) in the list: HP1b binding inh: u; PI4K2A inh: 0; BAZ2B inh: 28µM*; GLS inhibitor: -3%; JMJD2A Tudor inh: 45µM*; 12-LOX inh: -25%; RGS4 inhibitor: -2%; G9a inh: x; ERG Ets-DNA blk: 18%
